Source: PubChem BioAssay (Broad Institute)
esBAF inh: SWI/SNF esBAF complex inhibition; mouse ES cells, Bmi1-luciferase knock-in reporter, 24 h; 100% = twice the neutral-well signal; AID 602393; 350,000 compounds, 2% hits; reporter increase, % at 12.5 µM; in the data active = activation above about 40%;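 also: 0% = median of the plate's neutral control wells and 100% = double that signal; a rise in the Bmi1 reporter signal indicates esBAF inhibition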
XiGFP reactiv: activators of X-chromosome reactivation in mouse fibroblasts | XiGFP mouse fibroblasts, % GFP-positive cells imaging, 3 d; cells co-treated with 5-aza-dC sensitizer; scaled so ellipticine positive control = 100% | activation, % at 7.58 µM | 360,000 compounds, 0.055% hits | AID 743238;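 active = mean normalized replicate activation at least 10% and every replicate at or above 10%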;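 also: 0% = median of on-plate neutral control wells and 100% = ellipticine 6 µM median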
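Material: XiGFP fibroblasts, SV40-immortalized. Buffer or medium: DMEM plus 5-aza-dC sensitizer. Compound: single concentration per compound, delivered by pin transfer. Times: 3 days compound exposure. Controls: ellipticine 6 µM.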
RAD54 branch: inhibitors of human RAD54 branch migration; Q92698; RAD54 Holliday junction branch migration, FAM/BHQ fluorescence; inhibition, % at 10.4 µM; 360,000 compounds, 0.14% hits; AID 602329;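 active = mean normalized replicate activity at least 40 and at least half of replicates scoring 40 or more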;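 also: 0% = median of neutral control wells and 100% = median of positive control wells; inhibitors cause a drop in the FAM fluorescence signal; in these data hits start at about 50%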
Target sequence (Q92698 whole entry, looked up): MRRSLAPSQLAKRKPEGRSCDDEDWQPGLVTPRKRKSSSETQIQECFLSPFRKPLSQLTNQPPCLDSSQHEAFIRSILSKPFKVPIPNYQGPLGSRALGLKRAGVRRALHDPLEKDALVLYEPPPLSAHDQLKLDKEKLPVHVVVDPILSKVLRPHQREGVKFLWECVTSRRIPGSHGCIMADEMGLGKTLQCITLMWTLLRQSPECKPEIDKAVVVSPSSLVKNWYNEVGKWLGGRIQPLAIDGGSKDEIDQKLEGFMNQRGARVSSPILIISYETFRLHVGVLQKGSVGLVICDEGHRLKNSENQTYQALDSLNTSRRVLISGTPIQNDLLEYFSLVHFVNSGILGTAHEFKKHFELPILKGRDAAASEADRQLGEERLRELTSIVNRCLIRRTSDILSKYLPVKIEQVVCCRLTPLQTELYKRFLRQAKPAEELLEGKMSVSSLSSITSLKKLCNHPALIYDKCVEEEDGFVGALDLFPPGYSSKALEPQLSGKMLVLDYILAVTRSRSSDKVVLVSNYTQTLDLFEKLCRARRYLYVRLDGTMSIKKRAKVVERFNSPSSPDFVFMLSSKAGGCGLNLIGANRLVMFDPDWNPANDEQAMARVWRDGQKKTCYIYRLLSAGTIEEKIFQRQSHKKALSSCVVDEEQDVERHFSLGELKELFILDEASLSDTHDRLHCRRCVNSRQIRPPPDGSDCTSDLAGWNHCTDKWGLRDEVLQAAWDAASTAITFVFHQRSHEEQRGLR
GSIS activator: GLuc luminescence reporter in INS-1E cells, primary screen for activators of glucose-dependent secretion of insulin | INS-1E GLuc reporter insulin secretion, 2-3 h | activation, % at 16.6 µM | 370,000 compounds, 0.61% hits | AID 743287;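 active = lowest replicate activation of at least 40%, so every replicate reaches that level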;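 also: 0% = median of neutral control wells and 100% = median of IBMX positive control wells; some compounds called inactive have numbers as strong as hits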
ARNT-TACC3 inh: disruptors of human ARNT/TACC3 interaction. AlphaScreen His-ARNT PAS-B/GST-TACC3 binding, luminescence; TACC3 fragment carries E629A point mutation. inhibition, % at 9.99 µM. 390,000 compounds, 0.66% hits;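 active = mean inhibition of replicates at least 50% and at least half of replicates each reaching 50%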;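 also: 0% = complete ARNT plus TACC3 wells and 100% = ARNT alone without TACC3; many hits fall short of the cut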
ERAP1 inh: blocks human ERAP1 aminopeptidase activity; Q9NZ08; recombinant ERAP1, Leu-AMC fluorescence, 60 min; inhibition, % at 10.7 µM; 340,000 compounds, 0.15% hits;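 active = mean replicate inhibition of at least 30%, or all replicates individually reaching that 30% level; inactive = mean below 30% and not every replicate reaching it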;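 also: 0% = neutral control wells and 100% = L-leucinethiol positive control wells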
F508del corr: correctors of CFTR F508del function in bronchial epithelial cells; AID 720511; 350,000 compounds, 0.36% hits; activity (quench increase), % at 7.58 µM; CFBE cells, YFP halide quenching; stimulated with forskolin plus potentiator P3; % fluorescence drop versus neutral controls;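 active = mean added fluorescence quench of at least 8% versus neutral control, with both replicates also reaching 8%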;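 also: cells transiently co-express mutant CFTR-F508del with the halide-sensitive YFP; corrector assay measuring rescue of mutant channel to the surface after 24 h compound exposure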
RAD52 anneal inh: blocks human RAD52 DNA annealing; 360,000 compounds, 0.46% hits; recombinant RAD52 DNA annealing, FRET fluorescence; inhibition, % at 18.7 µM; P43351;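 active = every replicate showing at least 50% inhibition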
* = called active by the depositor; / = not tested or not shown; & = joins results of further samples.

Screens in order: esBAF inh	XiGFP reactiv	RAD54 branch	GSIS activator	ARNT-TACC3 inh	ERAP1 inh	F508del corr	RAD52 anneal inh
Cc1ccc(S(=O)(=O)Nc2nc(C)cc(N/N=C/c3ccc(O)cc3)n2)cc1
  -1	0.0	-11	3	8	2	1.3	-59
CC(C)N1CC(C(=O)Nc2ccc(Cl)c(Cl)c2)CC1=O (configuration not stated)
  -7	-0.1	-2	-6	0	0	-0.8	14
COc1cc(NC(=O)COc2cccc3c2OC(C)(C)C3)cc(OC)c1OC
  -7	-0.1	0	-21	8	0	-0.6	-2
C[C@H](CO)N1C[C@H](C)[C@@H](CN(C)Cc2ccc(-c3ccccc3)cc2)Oc2c(NC(=O)Nc3cccc4ccccc34)cccc2C1=O
  1	0.1	/	-17	/	/	-0.3	/
CCS(=O)(=O)Nc1ccc2c(c1)C(=O)N(C)C[C@@H](OC)[C@@H](C)CN(CC1CCCC1)[C@H](C)CO2
  -2	0.4	5	3	-15	/	-0.6	/
Cc1ccc(C)c(NC(=O)CSc2nnc3n2CCCCC3)c1
  1	0.2	-3	11	-7	-2	1.5	-5
CC1Cc2cc(S(=O)(=O)NCCC(=O)NCc3ccc(F)cc3)ccc2N1C(=O)C1CC1 (configuration not stated)
  -10	0.1	/	-11	7	-2	1.4	0
CCCOC(=O)c1ccc(NC(=O)c2c(Cl)ccc(Cl)c2OC)cc1
  /	-0.1	/	-67	-8	1	/	-6
COc1ccc(NC(=O)N(C)C[C@@H]2Oc3ccc(NC(=O)Nc4cccc5ccccc45)cc3CC(=O)N([C@H](C)CO)C[C@H]2C)cc1
  -4	0.3	3	-4	-2	-5	0.5	10
CCOc1ccc(OCC)c(S(=O)(=O)NCc2ccccc2)c1
  -2	0.1	-5	-1	0	-2	-1.6	2
C[C@H](CO)N1C[C@H](C)[C@H](CN(C)S(=O)(=O)c2ccccc2)Oc2ncc(Br)cc2C1=O
  -2&4	-1.0	-6&-3	21	-7&-18	3&1	-1.0&-1.1	16&15
O=C(CN1C(=O)c2ccccc2S1(=O)=O)NCc1cccs1
  3	-0.1	-2	16	-8	0	0.5	-8
CCCNC(=O)CS(=O)(=O)Cc1nc(-c2ccccc2C)oc1C
  11	0.0	-2	/	-4	13	-0.7	-11
C[C@@H]1CN([C@H](C)CO)C(=O)c2cc(NC(=O)c3ccncc3)ccc2O[C@@H]1CN(C)Cc1ccc(C(F)(F)F)cc1
  -6	0.0	-2	4	10	-1	-1.8	-5
COc1cc(/C=N/NC(=O)c2cccnc2)ccc1OS(=O)(=O)c1cc(C)ccc1C
  /	0.0	/	5	0	-3	2.9	0

Structural class: the compounds so far with a Cl atom
Screens in order: esBAF inh	XiGFP reactiv	RAD54 branch	GSIS activator	ARNT-TACC3 inh	ERAP1 inh	F508del corr	RAD52 anneal inh
CC(C)N1CC(C(=O)Nc2ccc(Cl)c(Cl)c2)CC1=O (configuration not stated)
  -7	-0.1	-2	-6	0	0	-0.8	14
CCCOC(=O)c1ccc(NC(=O)c2c(Cl)ccc(Cl)c2OC)cc1
  /	-0.1	/	-67	-8	1	/	-6

Next part.
Screens in order: esBAF inh	XiGFP reactiv	RAD54 branch	GSIS activator	ARNT-TACC3 inh	ERAP1 inh	F508del corr	RAD52 anneal inh
COc1cccc(NC(=O)N(C)C[C@@H]2OCc3ccccc3-c3c(n(C)c4ccccc34)C(=O)N([C@@H](C)CO)C[C@H]2C)c1
  4	1.1	-5	-23	6	0	-0.7	-7
COCCN(C(=O)COC(=O)c1sccc1C)c1c(N)n(Cc2ccccc2)c(=O)[nH]c1=O
  1	0.3	-9	27	6	0	0.1	-12
Cc1cccc(-n2nc(C)cc2N)c1
  11	/	10	-4	28	/	/	/
Nc1nc(SCC(=O)N2N=C3/C(=C\c4ccco4)CCCC3C2c2ccco2)n[nH]1 (configuration not stated)
  /	0.2	/	/	8	2	0.2	-27
COc1ccc(CCNC(=O)Nc2ccc([N+](=O)[O-])cc2)cc1OC
  /	0.7	/	14	/	2	/	0
CCCCNC(=O)C1(C)CCC(=O)N1CCOc1ccccc1 (configuration not stated)
  0	-0.1	1	3	/	-1	2.4	3
O=C(C[C@H]1CC[C@@H]2[C@H](COC[C@H](O)CN2S(=O)(=O)c2ccccc2)O1)N1CCc2ccccc2C1
  -1	0.0	-5	15	12	0	-2.7	-10
CN(C)C(=O)c1cccc(-c2ccccc2[C@H]2[C@@H](C#N)N(C(=O)C3CC3)[C@H]2CO)c1
  /	0.1	/	4	/	1	0.7	-6
CC(C)NC(=O)N(C)C[C@H]1Oc2c(NS(C)(=O)=O)cccc2C(=O)N([C@H](C)CO)C[C@H]1C
  -3	0.0	-10	11	-4	0	-3.1	13
CCOC(=O)/C=C/CN(C(=O)OC(C)(C)C)S(=O)(=O)N1CC=CC1
  0	0.0	0	11	-2	-2	-0.4	-6
O=S(=O)(c1ccccc1)N1CCN(S(=O)(=O)c2ccccc2)c2ccccc21
  8	0.4	-7	-20	-10	-1	0.8	-43
C[C@@H]1CN([C@@H](C)CO)S(=O)(=O)c2ccc(C#C[C@@H](C)O)cc2O[C@@H]1CN(C)Cc1ccncc1
  -3	-0.4	-8	13	3	1	-0.1	15
O=c1[nH]c2c(c3c1CCCC3)CCCC2
  -6	/	-1	-6	1	1	-0.7	-18
O=C(NCCCN1CCOCC1)c1ccc2c(c1)N(Cc1ccccc1F)C(=O)c1ccccc1S2=O (configuration not stated)
  -1	0.0	4	-21	9	-2	-1.6	-3
COc1cc(C(=O)NNC(=O)c2cc(S(=O)(=O)N(C)C)ccc2N2CCCC2)cc(OC)c1OC
  0	0.0	2	-2	0	0	-0.8	8

In another format: results already given
compound	esBAF inh	XiGFP reactiv	RAD54 branch	GSIS activator	ARNT-TACC3 inh	ERAP1 inh	F508del corr	RAD52 anneal inh
COc1cccc(NC(=O)N(C)C[C@@H]2OCc3ccccc3-c3c(n(C)c4ccccc34)C(=O)N([C@@H](C)CO)C[C@H]2C)c1	4	1.1	-5	-23	6	0	-0.7	-7
COCCN(C(=O)COC(=O)c1sccc1C)c1c(N)n(Cc2ccccc2)c(=O)[nH]c1=O	1	0.3	-9	27	6	0	0.1	-12
Cc1cccc(-n2nc(C)cc2N)c1	11	/	10	-4	28	/	/	/
Nc1nc(SCC(=O)N2N=C3/C(=C\c4ccco4)CCCC3C2c2ccco2)n[nH]1 (configuration not stated)	/	0.2	/	/	8	2	0.2	-27

Next records follow.
Screens in order: esBAF inh	XiGFP reactiv	RAD54 branch	GSIS activator	ARNT-TACC3 inh	ERAP1 inh	F508del corr	RAD52 anneal inh
Cc1ccc(S(=O)(=O)Nc2ccc3c(c2)C(=O)N([C@H](C)CO)C[C@@H](C)[C@H](CN(C)Cc2ccccc2)OCCCC[C@H](C)O3)cc1
  -7	-0.1	8	-18	4	/	1.7	/
C[C@H](CO)N1C[C@H](C)[C@@H](CN(C)C(=O)Nc2ccccc2)Oc2ncc(C3=CCCCC3)cc2C1=O
  -23	0.1	2	-17	-7	-3	1.3	18
O=[N+]([O-])c1ccc(N2CCN(Cc3ccc([N+](=O)[O-])o3)CC2)cc1
  5	0.0	6	2	0	-1	0.9	-20
CCc1cn([C@H]2C[C@H](O)[C@@H](CO)O2)c(=O)[nH]c1=O
  -22	-0.1	4	/	-3	-3	/	1
C/C(CC(=O)NCc1ccco1)=N\NC(=O)Cc1ccc(-c2ccccc2)cc1
  /	0.0	/	-2	0	1	/	-4
CCOC(=O)N1CCN(c2cc(N3CCOCC3)c(F)cc2[N+](=O)[O-])CC1
  -5	0.3	-14	-1	-2	-1	0.4	3
C[C@@H]1CN([C@H](C)CO)C(=O)c2cccc(NC(=O)C3CCCCC3)c2O[C@H]1CN(C)Cc1ccncc1
  -3	0.1	-2	6	-8	1	3.1	-1
C[C@H](CO)N1C[C@H](C)[C@@H](CN(C)Cc2ccccc2)Oc2cc(C#CCN(C)C)ccc2S1(=O)=O
  0	0.6	-1	5	7	0	2.1	-36
COc1ccc(NC(=O)CCCN2C(=O)C(c3ccccc3)Oc3cccnc32)cc1OC (configuration not stated)
  9	0.0	-9	27	-24	-3	0.3	-5
O=C1NCCN(Cc2cccc(Oc3ccccc3)c2)C1CC(=O)N1CCCCO1 (configuration not stated)
  /	0.2	/	-3	/	0	-2.6	-4
CC(=O)c1ccc(N=C2SCCCN2C(=O)C2CCCCC2)cc1
  /	0.0	/	-23	2	-2	-2.4	5
CCOCCCNC(=O)C1CCN(Cc2ccc(OCc3ccccc3)c(OC)c2)CC1
  25	0.2	3	-14	6	-1	1.4	-6
CCCCc1c(-c2ccccc2OC)ncn1Cc1ccc(-c2ccccc2)cc1
  /	0.6	/	-25	/	-1	4.0	-21
COc1ccc(S(=O)(=O)N(C)C[C@H]2OCCCC[C@H](C)Oc3ccc(NS(=O)(=O)c4c(C)noc4C)cc3C(=O)N([C@H](C)CO)C[C@@H]2C)cc1
  4	-0.2	0	-15	4	-2	-2.2	2
C[C@H](CO)N1C[C@H](C)[C@@H](CN(C)C(=O)Nc2ccc(F)cc2)OCCCC[C@H](C)Oc2ccc(NC(=O)c3ccccc3)cc2C1=O
  3	3.0	1	-3	-4	-1	-5.8	14

The listing continues.
Field names: A = esBAF inh; B = XiGFP reactiv; C = RAD54 branch; D = GSIS activator; E = ARNT-TACC3 inh; F = ERAP1 inh; G = F508del corr; H = RAD52 anneal inh
> CCCNC(=O)C[C@@H]1C[C@H]2c3cc(NC(=O)CC4CC4)ccc3O[C@H]2[C@@H](CO)O1
  A = -1	B = 0.0	C = 3	D = -2	E = -2	F = 0	G = -5.2	H = 5
> COc1ccc(S(=O)(=O)N2CCCCC2)cc1NC(=O)CN1CCN(C(C)=O)CC1
  A = -1	B = 0.0	C = -1	D = 8	E = -4	F = -2	G = -2.9	H = -11
> Cc1ccc2c(c1)N(Cc1cccc(F)c1)C(=O)C(C)O2 (configuration not stated)
  A = -6	B = 0.0	C = -5	D = -21	E = -2	F = -3	G = -1.3	H = 0
> Cc1noc(C)c1COC(=O)c1csc2c1CCC(C)C2 (configuration not stated)
  A = -4	B = 0.1	C = 0	D = 5	E = -15	F = 1	G = -4.6	H = -10
> CC1Cc2ccccc2N1C(=O)COC(=O)c1ccc(O)cc1 (configuration not stated)
  A = 6	B = 0.0	C = -1	D = 8	E = 26	F = 4	G = 0.3	H = -9
> COc1ccc(S(=O)(=O)NC(Cc2ccccc2)C(=O)O)cc1 (configuration not stated)
  A = -3	B = -0.1	C = -6	D = 7	E = -8	F = -2	G = 1.6	H = -16

Rows were taken by chance; overall some 3.3% were active at least once.
